EP2 antag: blocks the human prostaglandin E2 receptor EP2. C6 glioma cells expressing human EP2, cAMP TR-FRET; cells stimulated with saturating PGE2. hit rate 0.52% among 260,000. inhibition, % at 25 µM. P43116;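 active means percent inhibition above 40 after rounding to a whole number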;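 further: rat C6 glioma host cells with rolipram phosphodiesterase inhibitor present; the protocol text gives 20 µM as final concentration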
Target sequence (P43116 whole entry, looked up): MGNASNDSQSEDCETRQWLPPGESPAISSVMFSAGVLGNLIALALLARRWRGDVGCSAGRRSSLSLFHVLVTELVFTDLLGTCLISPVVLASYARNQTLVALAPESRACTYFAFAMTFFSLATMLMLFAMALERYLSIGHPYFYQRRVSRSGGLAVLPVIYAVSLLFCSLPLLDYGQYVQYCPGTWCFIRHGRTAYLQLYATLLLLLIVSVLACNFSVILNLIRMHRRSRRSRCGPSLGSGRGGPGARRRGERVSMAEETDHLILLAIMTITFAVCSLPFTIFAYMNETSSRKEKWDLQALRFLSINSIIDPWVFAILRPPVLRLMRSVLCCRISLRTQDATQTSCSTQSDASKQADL
NPY2 pot ag: potentiates or activates human NPY-Y2 receptor; activation, % at 3.6 µM; hit rate 0.45% among 220,000; AID 1359; cells expressing NPY-Y2, potentiator/agonist read-out; P49146; in the data active means activation above about 27%;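 further: cells stimulated with NPY near EC25 plus isoproterenol at EC100; 0% = vehicle plus submaximal agonist and 100% = vehicle plus saturating agonist; some results beyond the cut were filed as inactive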
S1P4 antag: human S1P4 receptor antagonism. O95977. S1P4-expressing cells, antagonist mode, reporter read-out. inhibition, % at 4.98 µM. hit rate 0.26% among 220,000. AID 1510; in the data active means inhibition above about 29%;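 further: 0% = wells stimulated with agonist and 100% = vehicle wells without agonist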
Target sequence (O95977 whole entry, looked up): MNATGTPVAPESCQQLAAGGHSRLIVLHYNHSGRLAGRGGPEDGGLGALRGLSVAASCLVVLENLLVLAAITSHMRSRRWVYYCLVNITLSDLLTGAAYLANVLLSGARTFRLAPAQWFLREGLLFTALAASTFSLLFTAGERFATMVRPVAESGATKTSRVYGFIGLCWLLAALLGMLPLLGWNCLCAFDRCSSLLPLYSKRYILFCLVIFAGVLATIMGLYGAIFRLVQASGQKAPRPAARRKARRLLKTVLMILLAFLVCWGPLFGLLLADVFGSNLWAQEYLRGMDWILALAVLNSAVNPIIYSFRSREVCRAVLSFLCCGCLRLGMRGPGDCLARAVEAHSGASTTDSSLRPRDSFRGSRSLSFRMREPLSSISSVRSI
NPY-Y1 antag: NPY-Y1 (human) receptor antagonism | P25929 | HEK293-CNG Y1 cells, membrane potential fluorescence; NPY at EC95, then isoproterenol | inhibition, % at 3.6 µM | hit rate 1% among 200,000 | AID 1040;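 active means inhibition above the campaign mean inhibition of all tested compounds plus 3 SD, cut at about 20% in these data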;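 further: 0% = DMSO wells given NPY plus isoproterenol and 100% = isoproterenol alone without NPY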
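Assay system: HEK293 cells with Y1 receptor plus CNG channel | Probe or stimulus: NPY (25 nM), isoproterenol (1 µM), Ro 20-1724 (25 µM) | Timing: Compound incubation 1 h at room temperature, readout 45 min post-stimulation | Measured by: Membrane-potential fluorescent dye readout | Benchmarks: High control isoproterenol alone, low control NPY with isoproterenol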
NPY-Y1 PAM-ag: potentiates or activates human NPY-Y1 receptor. AID 1304. activation, % at 3.6 µM. P25929. NPY-Y1 expressing cells, potentiator/agonist activation. hit rate 0.37% among 220,000; in the data active means activation above about 33%, passing the limit was not always enough;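 further: cells stimulated with NPY at EC10 then isoproterenol at EC100; 0% = low agonist plus stimulus and 100% = saturating agonist plus stimulus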
p97 ATPase inh: inhibitors of human p97 ATPase; P55072; recombinant p97 ATPase, Kinase-Glo ATP luminescence, 3 h; hit rate 0.42% among 220,000; AID 1481; inhibition, % at 8 µM; in the data active means inhibition above about 15%;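 further: 0% = DMSO vehicle and 100% = wells lacking enzyme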
EP2 mod: modulates human prostaglandin E2 receptor EP2 signaling | P43116 | EP2-expressing cells, cAMP HTRF FRET, PGE2 co-stimulation | induction, % at 25 µM | hit rate 0.83% among 260,000 | AID 940;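 active means compounds whose cAMP rise, as percent of the full-agonist control response, exceeds 60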;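 further: rat C6 glioma line stably carrying human EP2 under a CMV promoter; the protocol text gives 20 µM as final concentration; 100% = response of wells given 1 µM PGE2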
S1P4 ag: human S1P4 receptor agonism; O95977; S1P4-expressing cell line, agonist reporter assay; hit rate 0.35% among 220,000; AID 1509; activation, % at 4.98 µM; in the data active means activation above about 11%;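 further: 0% = DMSO vehicle and 100% = reference agonist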
eIF4E-4G inh: eIF4E/eIF4G interaction inhibition in translation initiation | TR-FRET eIF4E-eIF4GI(517-606) binding, 2 h | inhibition, % at 21.7 µM | hit rate 0.37% among 220,000 | AID 782;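 active means inhibition above about 30%, limit read from the data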;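 further: 0% = full FRET control wells and 100% = background wells lacking eIF4GI fragment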
Starred values were filed as active, the others as inactive; · = not tested or not shown; & = joins results of further samples; [ ] = dose if it differs, or a comment. The list is partial; count on the stated rates, not on these rows.

nr	SMILES	EP2 antag	NPY2 pot ag	S1P4 antag	NPY-Y1 antag	NPY-Y1 PAM-ag	p97 ATPase inh	EP2 mod	S1P4 ag	eIF4E-4G inh
1	O=C(N[C@@H](Cc1ccc(O)cc1)C(=O)O)C(c1ccccc1)c1ccccc1	12	-26	8	0	10	4	15	-2.8	-1
2	Cc1cc(C(F)(F)F)n2nc(-c3cnn(C)c3C(F)(F)F)cc2n1	4	7	-2	9	-2	3	18	1.6	5
3	CCCCC[C@H](O)/C=C/C1=C(CCCCCCC(=O)O)C(=O)CC1	27	-8	-2	-1	-20	-5	89*	2.9	-4
4	CCCN(CCC)CC(=O)Nc1cccc2c1OCO2	3	-1	3	5	-2	-4	8	2.5	3
5	O=C(CCS(=O)(=O)c1ccc(Br)s1)NCc1ccccc1	3	-6	-17	4	-18	0	-1	-0.7	2
6	CCCCC(O)(CCN1CCOCC1)c1ccc(Cl)cc1 (configuration not stated)	8	0	1	-6	-13	0	3	-1.7	11
7	CCOC(=O)c1c(NC(=O)C2CCCO2)sc(C(N)=O)c1C (configuration not stated)	2	1	-7	2	-14	-6	-6	0.0	-20
8	O=C(OCCC1Oc2cccnc2NC1=O)c1ccc(Cl)cc1 (configuration not stated)	9	-5	-10	3	-9	-3	-23	0.3	1
9	CC1CCC2(CC1)NC(=O)N(CC(=O)NC(=O)NC1CCCC1)C2=O (configuration not stated)	10	5	-18	-2	12	-5	4	0.9	-2
10	COCCNC(=O)c1ccccc1NS(=O)(=O)c1ccc(Br)s1	3	-4	-10	1	1	2	11	-0.5	-5
11	CC1(C)CC(=O)C2=C(C1)Nc1cc3c(cc1C2c1ccc2c(c1)OCO2)OCO3 (configuration not stated)	7	6	-42	0	-8	3	3	-0.1	0[fluorescence artefact?]
12	O=C(NC(=S)Nc1ccc(S(=O)(=O)Nc2nccs2)cc1)c1cccc(F)c1	16&13	-2	-9	0	13	3	-126&-8	4.0	2[fluorescence artefact?]
13	CN(C)N=Nc1ccc2nc[nH]c2c1	9	13	0	·	3	2	-3	1.4	0
14	Nc1cc(C(=O)O)ccc1N1CCCCCC1	19	-4	-3	2	-13	2	6	-1.0	3
15	CCSc1oc(-c2ccco2)nc1S(=O)(=O)c1ccc(F)cc1	12	0	-12	1	-10	-6	28	-0.3	-6
16	Cc1c(NC(=O)CSc2nnnn2C)c(=O)n(-c2ccccc2)n1C	11	0	-2	1	5	3	3	0.2	-6
17	CCOC(=O)COc1cc([N+](=O)[O-])cc2cccnc12	10	2	9	3	-2	2	8	0.6	7
18	Cc1ccc(S(=O)(=O)NC(CC(=O)NCC2CCCO2)c2ccco2)cc1 (configuration not stated)	10	-7	-14	-1	-2	4	13	1.5	9[fluorescence artefact?]
19	CCOc1ccc(S(=O)(=O)NNC(=S)Nc2ccc(Br)cc2)cc1	4	-7	2	7	6	2	-10	-3.5	-6
20	CN1CCN(c2nc3c(c(=O)n(C)c(=O)n3C)n2CC(=O)C23CC4CC(CC(C4)C2)C3)CC1	6	6	-2	-1	4	-2	20	-1.3	-2[fluorescence artefact?]
21	CCOC(=O)c1ccccc1NC(=O)c1cncc(Br)c1	13	-13	-20	7	-2	0	49	-0.5	-1
22	Cc1nn(CCN)c(C)c1Cl	3	4	-18	1	2	13	20	0.8	1
23	Cc1ccc(C(C(=O)NC2CCCCC2)N2CCC3(CC2)OCCO3)cc1 (configuration not stated)	9	-5	4	6	1	5	8	2.4	4
24	COc1ccc(/C=C/C(=O)NC(=S)NNC(=O)c2cc(OC)c(OC)c(OC)c2)cc1OC	6	7	4	·	5	0	7	-1.2	8
25	COc1ccc(Cc2c(O)nc(SCC(=O)N3CCCCCC3)[nH]c2=O)cc1	14&10	6	-3	-5	5	6	17&-8	1.1	-2[fluorescence artefact?]

Retrieved by structure from the entries so far (3):
nr	SMILES	EP2 antag	NPY2 pot ag	S1P4 antag	NPY-Y1 antag	NPY-Y1 PAM-ag	p97 ATPase inh	EP2 mod	S1P4 ag	eIF4E-4G inh
6	CCCCC(O)(CCN1CCOCC1)c1ccc(Cl)cc1 (configuration not stated)	8	0	1	-6	-13	0	3	-1.7	11
12	O=C(NC(=S)Nc1ccc(S(=O)(=O)Nc2nccs2)cc1)c1cccc(F)c1	16&13	-2	-9	0	13	3	-126&-8	4.0	2[fluorescence artefact?]
25	COc1ccc(Cc2c(O)nc(SCC(=O)N3CCCCCC3)[nH]c2=O)cc1	14&10	6	-3	-5	5	6	17&-8	1.1	-2[fluorescence artefact?]

(list continues)
nr	SMILES	EP2 antag	NPY2 pot ag	S1P4 antag	NPY-Y1 antag	NPY-Y1 PAM-ag	p97 ATPase inh	EP2 mod	S1P4 ag	eIF4E-4G inh
26	O=C1COCCOCCOCC(=O)NCCN1	4	-8	-42	1	6	-1	1	1.7	-2
27	CCCn1nnnc1NC(=O)CSc1ccc(Cl)cc1	4	-13	0	16	-32	-1	27	-0.3	19[fluorescence artefact?]
28	Cn1ccnc1Sc1ccc(C=O)cc1[N+](=O)[O-]	1	12	1	1	12	7	-20	1.1	-3
29	O=C(C[n+]1ccc2ccccc2c1)Nc1cc(C(F)(F)F)ccc1Cl	7	-3	-14	8	-29	-1	-4	-0.5	0
30	CC(C)c1cccc(C(C)C)c1NC(=O)COC(=O)c1ccc2c(c1)S(=O)(=O)c1ccccc1C2=O	1	-1	-4	-1	-6	-3	31	0.0	-6
31	CC(=O)c1ccc(NCC2COc3ccccc3O2)c([N+](=O)[O-])c1 (configuration not stated)	1	7	-9	1	6	0	-68	1.7	4
32	COCc1ccc(C(=O)N2CCCC(C(=O)c3cc(F)ccc3F)C2)s1 (configuration not stated)	4	-1	1	10	-17	2	-2	0.7	4
33	COc1ccc(CCN2CN(S(=O)(=O)c3ccccc3)c3nc4ccccc4nc32)cc1	9	-17	-11	7	-18	2	21	-0.2	6[fluorescence artefact?]
34	CCCCNC(=O)C1CCN(S(=O)(=O)N2CCCCCC2)CC1	11	-6	-4	0	-4	2	22	1.6	2[fluorescence artefact?]
35	CCOC(=O)c1ccc(NC(=O)Cn2nnc(-c3ccccc3)n2)cc1	8	-12	-8	20	-21	-8	1	1.2	5[fluorescence artefact?]
36	CCOc1cc(CNc2ccccc2)cc(Br)c1OCc1ccccc1F	5	-13	-2	8	-20	2	6	-6.0	-6
37	CC(C)C(=O)N1CCN(c2cc(N3CCN(C)CC3)c(F)cc2[N+](=O)[O-])CC1	1	-6	5	-3	-16	-4	-39	0.3	2
38	COc1ccc(NC(=O)COC(=O)c2ccc(F)cc2F)cc1	5	-5	-6	3	-9	1	2	-0.3	-2
39	COC(=O)C1C(=O)/C(=C(/C)N2CCCC2)C(=O)CC1(C)C (configuration not stated)	8	-6	1	-1	-1	3	21	-3.5	-13
40	CN(C)/C=C(/C(=O)c1ccccc1)S(=O)(=O)c1ccc(Cl)cc1	4	0	1	-6	9	2	23	-0.2	0
41	COc1cccc(/C=N/NC(=S)Nc2cccc(C(=O)O)c2)c1	10	3	-3	2	4	9	-59	-0.6	-3
42	Cc1ccnc(SCC(=O)N2CCN(c3cccc(Cl)c3)CC2)n1	6	-17	-14	6	-18	10	-26	-3.3	6
43	COc1ccc(S(=O)(=O)NC(CC(=O)NCCc2ccc(OC)c(OC)c2)c2ccco2)cc1 (configuration not stated)	13	-2	-20	-2	11	0	-2	0.3	0[fluorescence artefact?]
44	O=C(NCCc1ccc(Cl)cc1)Nc1cccc(Cl)c1	3	9	-6	5	-6	-7	-65	-1.5	-4
45	CCn1nc(CC(=O)Nc2nnc(CC(=O)N3CCOCC3)s2)c2ccccc2c1=O	14	-4	-13	5	-28	20*	25	-0.8	11
46	O=S(=O)(NCCc1ccccc1)c1cccc2cccnc12	12	3	-6	3	11	2	-23	-1.1	8
47	CC(NCc1ccc(S(N)(=O)=O)cc1)C(=O)Nc1cc([N+](=O)[O-])ccc1Cl (configuration not stated)	8	3	-9	-2	-16	5	-28	1.7	1
48	O=C1CCN(S(=O)(=O)c2ccccc2)C2CCCCC12 (configuration not stated)	1	-9	-7	5	-8	3	-1	1.2	3
49	CCOC(=O)N1CCN(c2c(NCc3ccc(Cl)cc3)c(=O)c2=O)CC1	12	-6	-9	8	0	2	-6	5.0	-4[fluorescence artefact?]
50	CC(C)(C)C(=O)Nc1ccc(C(=O)NNC(=O)Cc2ccccc2)cc1	11	15	-8	6	3	3	12	-0.6	-3
51	COc1ccccc1NC(=O)Cn1nc(Cc2cccnc2)c2ccccc2c1=O	6	3	-3	·	23	7	3	2.2	1
52	c1cc(CSc2nnc(-c3ccc4c(c3)OCO4)o2)ccn1	9	-9	-11	2	-17	2	-10	-1.0	·
53	C=CCOC(=O)C(=O)/C=C/c1csc2ccccc12	8	-7	-5	7	-1	-2	-24	1.6	-7
54	CCOc1ccccc1/C=c1\sc2nc(-c3ccco3)nn2c1=O	10	-12	-12	1	-8	0	23	3.4	5
55	OCCN1CCN(c2nc(-c3ccccc3)c3cc(Cl)ccc3n2)CC1	10	-31	-7	14	-35	-13	24	8.2	10
56	Cc1ccc(NC(=O)CCCN2C(=S)NC(C)(C)CC2C)cc1 (configuration not stated)	-1	0	-9	-1	-23	3	29	0.8	0
57	CCCCC(CC)C(=O)Nc1ncc([N+](=O)[O-])s1 (configuration not stated)	10	11	4	-5	21	3	-35	-0.4	-3
58	COc1cc2c(cc1OC)CN(C(=O)c1ccc(S(=O)(=O)N3CCCCC3)cc1)CC2	3	13	-11	-5	-4	5	3	0.8	23
59	CSc1nc(SCC(=O)NC(c2ccccc2)c2ccccc2)c2c3c(sc2n1)CN(C)CC3	13	-29	-12	5	-58	-4	0	-1.9	1
60	O=C(NC12CC3CC(CC(C3)C1)C2)c1cccnc1	10	18	10	-12	-6	1	3	-2.7	3
61	CC(C)C(=O)NN(C(=O)c1ccccc1)c1ccccc1	7	8	-3	0	-16	1	30	1.4	1

From PubChem
